Screening results deposited in PubChem by Johns Hopkins Ion Channel Center.
KCNQ2 block: KCNQ2 channel blockers in CHO-K1 cells – cell-based, FluxOR thallium flux, B-score, primary screen (AID 2156); O88943; 20 min; stronger effect = lower value; B-score at 10 µM; 1.1% of 310,000 active;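 active = fluorescence ratio B-score at most minus 3 library SDs, with starting brightness B-score within 2 library SDs, cut at about -5.5 in these data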
CHT block: human CHT choline transport inhibition; 0.86% of 310,000 active; Q9GZV3; CHT-expressing cells, membrane potential dye, choline response; stronger effect = lower value; B-score at 10 µM;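 active = B-score over 3 SD under the library average, and starting fluorescence ratio not unusually high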;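 note: choline stimulus applied at its EC90 after an EC20 pre-addition; B-score computed on integrated fluorescence ratio after choline addition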
Target sequence (Q9GZV3 whole entry, looked up): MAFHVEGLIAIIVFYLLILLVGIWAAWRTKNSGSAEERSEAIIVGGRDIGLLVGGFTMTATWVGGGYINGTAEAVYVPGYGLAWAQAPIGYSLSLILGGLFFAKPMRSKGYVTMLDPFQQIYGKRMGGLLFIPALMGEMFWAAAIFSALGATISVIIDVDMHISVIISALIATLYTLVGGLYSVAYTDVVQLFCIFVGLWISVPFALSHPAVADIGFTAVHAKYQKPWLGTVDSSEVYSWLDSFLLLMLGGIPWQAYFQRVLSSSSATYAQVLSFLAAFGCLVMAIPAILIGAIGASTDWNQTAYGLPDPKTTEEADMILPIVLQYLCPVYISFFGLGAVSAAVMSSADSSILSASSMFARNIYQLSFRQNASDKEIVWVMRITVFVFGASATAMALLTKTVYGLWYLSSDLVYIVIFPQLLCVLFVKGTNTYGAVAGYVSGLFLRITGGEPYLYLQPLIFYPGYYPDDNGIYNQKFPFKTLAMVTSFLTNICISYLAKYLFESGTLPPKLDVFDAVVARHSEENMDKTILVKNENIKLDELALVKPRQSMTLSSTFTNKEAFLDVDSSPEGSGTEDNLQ
* hit, by the source's call; i = inactive; / = not tested or not shown.

Order of results – KCNQ2 block | CHT block
C=CCOC(=O)C1=C(C)NC(SCC(=O)N(CC)CC)=C(C#N)C1c1ccco1 (stereo unspecified)
    i | i
Cc1cc(-c2ccc(C)c(S(=O)(=O)NCCCN3CCN(c4ccccc4F)CC3)c2)on1
    i | i
O=C(NC1CCCCC1)C(=S)N1CCOCC1
    i | i
CCCSc1nnc(N)s1
    i | i
C/C=C/C=C(/NC(=O)c1ccccc1)C(=O)Nc1ccccc1
    i | i
COC(=O)c1cc(NC(=O)Cn2nc(C)n3cccc3c2=O)cc(C(=O)OC)c1
    i | i
O=C(Nc1ccc(C(=O)N2CCOCC2)cc1)c1cccs1
    i | i
O=C(CCn1cccn1)Nc1ccc2c(c1)OCO2
    i | i
Cn1c(N)c(C(=O)COC(=O)C2CC(O)CN2S(=O)(=O)c2ccc(Cl)cc2)c(=O)n(C)c1=O (stereo unspecified)
    i | i
O=C(Oc1ccccc1N1C(=O)C2CC=CCC2C1=O)c1ccc(Br)cc1 (stereo unspecified)
    i | i
CCN(CCNC(=O)c1ccc2nc(-c3ccccc3NC(C)=O)c(=O)[nH]c2c1)c1ccccc1
    i | i
O=C(OCc1ccc(F)cc1)c1cc(=O)c2ccccc2o1
    i | i
O=C(c1ccco1)N1CCN(C(=O)c2sccc2-c2ccccc2)CC1
    i | i
CCOC(=O)N1CCN(c2c(F)cc3[nH]c(=S)[nH]c3c2Br)CC1
    i | i
COc1cc(/C=C2/C(=N)N3C(SC)=NSC3=NC2=O)ccc1OC(=O)c1ccco1
    i | -6.48*
O=c1c2cc([N+](=O)[O-])ccc2nc(CN2CCN(c3ccccn3)CC2)n1-c1ccccc1F
    i | i
Cc1cc(N)ccc1-n1c(C)ccc1C
    i | i
CCCc1cc(C(=O)N(C2CCCCC2)C2CCCCC2)no1
    -7.42* | i
CC(=O)C1=C(O)C(=O)N(CCN(C)C)C1c1ccc(Cl)cc1 (stereo unspecified)
    i | /
COc1ccc(COC(=O)c2ccc(C)c(S(=O)(=O)N3CCOCC3)c2)cc1F
    i | i
Cc1onc(-c2ccccc2)c1-c1ccnc(N)n1
    i | i
Cc1cnn(-c2ccc3nnc(-c4ccc(Br)cc4)n3n2)c1
    i | i
CCN1CCN(C(=O)COCc2cc(-c3ccc4c(c3)OCO4)on2)CC1
    i | i
CN(CCNC(=O)c1ccc(CS(=O)(=O)c2ccc(Br)cc2)o1)CCc1ccccc1
    i | i
COc1ccc(Nc2nc(N)c3ccccc3n2)c(OC)c1
    i | i
Nc1cccc(CCc2nc3ccccc3[nH]2)c1
    i | i
O=C(O)CNC(=O)c1ccccc1F
    i | i
O=C(NCCCn1ccnc1)c1cn(-c2ccccc2)nc1-c1ccccc1
    i | i
CCN1C(=O)c2cccc3c(S(=O)(=O)Nc4ccc(OC)cc4OC)ccc1c23
    i | i
N#Cc1c(-c2cccs2)nc(SCC(=O)c2ccc(Br)cc2)[nH]c1=O
    i | i
CCCOc1ccc(/C(CC)=N/NC(=O)C2(C)CC2(Br)Br)cc1 (stereo unspecified)
    i | i
COC(=O)c1sc(-c2ccc(C(C)(C)C)cc2)cc1NC(=O)COCC(=O)O
    i | i
CCCc1cc(=O)[nH]c(SCc2nc3ccccc3o2)n1
    i | i
Cc1cccc(C)c1OCC(=O)N/N=C/c1cc2c(cc1[N+](=O)[O-])OCO2
    i | i
CCOC(=O)c1ccc([N+](=O)[O-])c(CS(=O)(=O)c2ccc(Cl)cc2)c1
    i | i
COc1cccc(N(C(=O)C2CSC(=O)C2)C(C(=O)NC(C)(C)C)c2ccncc2)c1 (stereo unspecified)
    i | i
COc1ccc(NC(=O)c2nc[nH]c2C(=O)N[C@@H](C)C(=O)OC(C)(C)C)cc1
    i | i
CC1CCCCC1NS(=O)(=O)c1ccc(S(=O)(=O)N2CCN(CCC#N)CC2)cc1 (stereo unspecified)
    i | i
O=C(Nc1cccc(C(=O)Nc2ccccc2F)c1)c1ccccc1
    i | i
Cc1ccc(NC(=O)c2ccc(NCCCN3CCOCC3)c([N+](=O)[O-])c2)cc1Cl
    i | i
Cc1c(Cl)cc(-n2cnnn2)cc1[N+](=O)[O-]
    i | i
O=c1cc(CNC2CCCCC2)c2ccccc2[nH]1
    i | i
CCN(CC)S(=O)(=O)c1ccc(NCC2COc3ccccc3O2)c([N+](=O)[O-])c1 (stereo unspecified)
    i | i
CC(=O)Nc1c(C(=O)N2CCN(c3ccccn3)CC2)cnn1-c1ccc(C)cc1
    i | i
O=C(c1ccc(S(=O)(=O)N2CCCCCC2)cc1)N1CCN(c2ccccc2)CC1
    i | i
Cc1cc(-c2ccc(C(C)C)c(S(=O)(=O)N3CCN(c4ccccn4)CC3)c2)on1
    i | i
COc1ccc(S(=O)(=O)N2CCN(Cc3ccc(OC)c(OC)c3)CC2)cc1
    i | i
CC(C)[N+](C)(CCOC(=O)C1c2ccccc2Oc2ccccc21)C(C)C
    i | i
O=C(Cc1ccc(-c2ccccc2)cc1)NCc1ccccc1
    i | i
COc1cccc2sc(Nc3nnc(-c4cccs4)o3)nc12
    i | i
CN(CC(=O)Nc1ccc(F)cc1)C(=O)c1ccccc1OCc1ccc(F)cc1
    i | i
CCOC(=O)CCNC(=O)N1CCCC(Cc2ccccc2)(C(=O)OCC)C1 (stereo unspecified)
    i | i
COc1ccc(-n2c(Cn3c(=O)sc4ccccc43)nnc2SCC(=O)N2CCCCC2)cc1
    / | i
CCN(CC)C(=O)CNC(=O)c1nn(-c2ccc(OC)c(Cl)c2)c(=O)c2ccccc12
    i | i
COc1cccc(NC2=CC(=O)CC(C)(C)C2)c1
    i | i
COc1ccc(N2C(=O)C(CC(=O)Nc3ccccc3)N(Cc3ccccn3)C2=S)cc1 (stereo unspecified)
    i | i
O=C(NC1=NCCS1)c1ccccc1Cl
    i | i
C#CCN1C(=O)C(O)(c2c(C)[nH]c3ccccc23)c2ccccc21 (stereo unspecified)
    i | i
CCn1cc(C(=O)O)c(=O)c2cc(F)c(N3CCN(C)CC3)cc21
    i | i
CNC(=S)N/N=C/c1cccc(OCc2ccccc2F)c1
    i | i

The list continues:
Order of results – KCNQ2 block | CHT block
Cc1ccc(C)c(C(=O)Nc2nc3ccccc3[nH]2)c1
    i | i
COc1ccc(CCNC(=O)C(=O)Nc2ccc3c(c2)OCCO3)cc1OC
    i | i
CCOc1ccc(S(=O)(=O)n2cnc3ccccc32)cc1
    i | i
Cc1cccc(C)c1-n1c(C)nn(-c2ncc(C(F)(F)F)cc2Cl)c1=O
    i | i
COc1ccc2[nH]cc(CCNS(=O)(=O)c3ccc(F)cc3)c2c1
    i | i
Cn1cc(CN2CCC(n3nccc3NC(=O)c3ccccc3Cl)CC2)cn1
    i | i
Cn1nnnc1SC(C(=O)Nc1cccc(C(F)(F)F)c1)c1ccccc1 (stereo unspecified)
    i | i
O=[N+]([O-])c1ccc(OCC(O)CNCCNc2nccc(C(F)(F)F)n2)cc1 (stereo unspecified)
    i | i
Cc1onc(C(=O)NC2CCCCC2)c1[N+](=O)[O-]
    i | i
CSC1=NCCN1C(=O)c1cccs1
    i | i
COc1ccc([N+](=O)[O-])cc1NC(=O)COC(=O)C1CC1
    i | i
CCCOc1ccccc1NC(=O)c1c(-c2ccccc2)noc1C
    -6.06* | i
CCCCSc1nnc([C@H](CC(C)C)NC(=O)OC(C)(C)C)o1
    i | i
CCOc1ccc(C2C(C#N)=C(N)Oc3cc(C)[nH]c(=O)c32)cc1OC (stereo unspecified)
    i | i
COc1ccc(-c2[nH]ncc2CN2CCC(N3CCSCC3)CC2)cc1F
    i | i
Cc1cccc(NC(=O)c2ccc3c(c2)OCCO3)n1
    i | i
CCn1c(SCC(=O)Nc2cc(F)ccc2C)nnc1-c1ccccc1O
    i | i
O=C(NNS(=O)(=O)c1ccc(F)c(Cl)c1)c1cccc(S(=O)(=O)N2CCOCC2)c1
    i | i
O=C(CC12CC3CC(CC(C3)C1)C2)NC(Cc1ccccc1)C(=O)O (stereo unspecified)
    i | i
Cc1ccc(S(=O)(=O)N2CCN(c3ncnc4c3cnn4-c3ccccc3)CC2)cc1
    i | i
CCCOC(=O)c1c(-c2ccc(C)cc2C)csc1NC(=O)C1C2CCC(O2)C1C(=O)O (stereo unspecified)
    i | i
CCS(=O)(=O)c1ccc(Sc2nncn2C)c([N+](=O)[O-])c1
    i | i
Cc1cc(=O)[nH]c(SCC(=O)N2CCCCCC2)n1
    i | i
Cc1c(NC(=O)c2cn3ccccc3n2)cccc1-n1cnnn1
    i | i
CCCCn1c(=O)nc2n(-c3ccc(Cl)cc3)c3ccccc3cc-2c1=O
    i | i
CCCCC(C(=O)NC(C)(C)C)N(Cc1ccccc1)C(=O)c1snc(C(N)=O)c1N (stereo unspecified)
    i | i
O=C(Nc1ccccc1-c1ccccc1)c1cc(C(F)(F)F)cc(C(F)(F)F)c1
    i | i
CN1CCc2cc(O)c(O)cc2C(c2ccccc2)C1 (stereo unspecified)
    / | i
Cc1noc(C)c1COc1cccc(C(=O)OC(C)C#N)c1 (stereo unspecified)
    i | i
O=C(CN1CCCN(S(=O)(=O)c2ccc(F)cc2)CC1)Nc1cccc(F)c1
    i | i
COc1cc(OC)c(OC)cc1/C=N/NC(=O)c1cc(-c2cccn2C)n[nH]1
    i | i
O=S1(=O)[C@H]2C[C@@H]3C=C[C@@]2(CN1Cc1ccc(F)cc1)O3
    i | i
CN1C(=O)[C@H]2[C@@H](C3CC3)N3C(=O)CN(CC4CC4)C(=O)[C@@]3(C)[C@H]2C1=O
    i | i
O=C(CN1C(=O)NC2(CCCC2)C1=O)Nc1nc2ccccc2[nH]1
    i | i
O=C1NC(=S)SC1=C1CCCCCC1
    i | -6.03*
Cc1ccc(N(CCCCN2C(=O)c3ccccc3C2=O)C(=O)c2cccc([N+](=O)[O-])c2)cc1
    i | i
O=C(CSCc1c(Cl)cccc1Cl)Nc1ccccc1-c1ccccc1
    i | i
CC(C)(C)NC(=S)NNC(=O)[C@H]1C[C@@H]1c1ccccc1
    i | i
CCN(CC)CCNC(=O)c1ccc2c(c1)NC(=O)c1ccccc1S2
    i | i
CC1CC(C)(C)N2C(=O)C3(Nc4ccccc4S3)c3cccc1c32 (stereo unspecified)
    i | i
c1ccc(Oc2cc(-n3cncn3)ncn2)cc1
    i | i
CCCc1nc2ccccc2c(=O)n1N
    i | i
CCOc1ccc(S(=O)(=O)N(C)c2ccc(OCC(=O)Nc3nc4ccccc4s3)cc2)cc1
    -5.94* | i
CN1/C(=C\C=O)C(C)(C)c2ccccc21
    i | i
CCCCS(=O)(=O)N1CCCC(C(=O)Oc2ccccc2)C1 (stereo unspecified)
    i | i
Cc1ccc(S(=O)(=O)NCCC(=O)NCC(c2cccs2)N2CCOCC2)cc1 (stereo unspecified)
    i | i
O=C(Nc1ccc(F)cc1)N1CCN(c2ccc3nnc(-c4ccc(F)cc4)n3n2)CC1
    i | i
O=C(COc1ccc2c(-c3ccccc3)cc(=O)oc2c1)Nc1cccnc1
    i | i
CCCCCC(=O)Nc1ccc(Cc2ccncc2)cc1
    i | i
O=S(=O)(c1cc(Cl)ccc1Cl)N1CCN(Cc2ccc3c(c2)OCO3)CC1
    i | i
O=C(CN1C(=O)/C(=C/c2ccc(F)cc2)SC1=S)NC1C=CS(=O)(=O)C1 (stereo unspecified)
    i | i
Cn1c(CCN2CCCCC2)nc2cc(NS(=O)(=O)c3ccccc3)ccc21
    i | i
COc1ccc(-c2noc(CSc3nnc(-c4ccncc4)n3-c3ccc(F)cc3)n2)cc1OC
    / | i
CC(C)Nc1oc(Cc2cccc3ccccc23)nc1C#N
    i | i
CC(=O)c1ccc(OCC(O)CN2CCN(CCN3C(=O)c4cccc5cccc(c45)C3=O)CC2)cc1 (stereo unspecified)
    i | i
CSc1ccc(S(=O)(=O)N2CCC(C(=O)NCc3ccccn3)CC2)cc1
    i | i
O=C(C(=O)N1CCCCC1)c1cn(CC(=O)N2CCCCCC2)c2ccccc12
    i | i
Cc1ccc(S(=O)(=O)c2c(C)cc(-c3ccccc3)[nH]c2=O)cc1
    i | i
COc1ccc(N(CC(=O)N/N=C/c2ccc3c(c2)OCO3)S(=O)(=O)c2ccc(NC(C)=O)cc2)cc1
    i | i
COc1ccccc1C(=O)COC(=O)c1ccccc1O
    i | i

Next section
Order of results – KCNQ2 block | CHT block
CCCCNC(=O)CCCCCn1c(=O)[nH]c2cc(OC)c(OC)cc2c1=O
    i | i
O=C1CC(C(=O)N2CCc3ccccc32)CN1c1ccc(F)cc1 (stereo unspecified)
    i | i
CCOC(=O)Cc1[nH]nc2c1C(c1ccsc1)C(C#N)=C(N)O2 (stereo unspecified)
    i | i
Cc1ccnc(-n2c(CCN3C(=O)c4ccccc4C3=O)nc3ccccc3c2=O)c1
    i | i

As a working copy, 2 of the compounds above.
Order of results – KCNQ2 block | CHT block
CCOC(=O)Cc1[nH]nc2c1C(c1ccsc1)C(C#N)=C(N)O2 (stereo unspecified)
    i | i
Cc1ccnc(-n2c(CCN3C(=O)c4ccccc4C3=O)nc3ccccc3c2=O)c1
    i | i

Compounds above that contain a COOH group (5):
Order of results – KCNQ2 block | CHT block
O=C(O)CNC(=O)c1ccccc1F
    i | i
COC(=O)c1sc(-c2ccc(C(C)(C)C)cc2)cc1NC(=O)COCC(=O)O
    i | i
CCn1cc(C(=O)O)c(=O)c2cc(F)c(N3CCN(C)CC3)cc21
    i | i
O=C(CC12CC3CC(CC(C3)C1)C2)NC(Cc1ccccc1)C(=O)O (stereo unspecified)
    i | i
CCCOC(=O)c1c(-c2ccc(C)cc2C)csc1NC(=O)C1C2CCC(O2)C1C(=O)O (stereo unspecified)
    i | i

This is a random part of the collection; any-hit rate near 1.9%.
